Compound activity (PubChem)
CRFR2-BP ag = agonists of CRF-BP/CRF-R2 complex, primary screen, cell-based, HEK293, calcium dye fluorescence, uHTS | calcium dye fluorescence (FLIPR); percent of saturating CRF peptide response | hit rate 0.46% among 350,000 | AID 588473, 2011 | activation, % at 13.2 µM | CRF-binding protein / CRF receptor 2 complex (human);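 active means activation of at least 50%, plus an integration ratio under a set limit after plate pattern correction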;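 further: plate controls were neutral control wells without compound for no effect and CRF at EC100 for full effect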
GalR3 antagonist = GalR3 antagonists in HEK293 cells, primary screen, cell-based, fluorescence readout; inhibition, % at 3 µM; HEK293 GalR3-CNG cAMP membrane potential fluorescence; galR3 body fused to GalR1 C-terminus; hit rate 0.44% among 360,000; Galanin receptor type 3 (Homo sapiens), O60755; AID 651719, 2012;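 active means inhibition above the screen-wide average plus 3 SD, cut at about 13% in these data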;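 further: forskolin and galanin both at EC90 stimulate the cells; cAMP rise reported by CNG channel membrane potential dye signal; 0% = forskolin plus galanin with DMSO and 100% = forskolin alone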
Target sequence (O60755 1-299 limits assumed): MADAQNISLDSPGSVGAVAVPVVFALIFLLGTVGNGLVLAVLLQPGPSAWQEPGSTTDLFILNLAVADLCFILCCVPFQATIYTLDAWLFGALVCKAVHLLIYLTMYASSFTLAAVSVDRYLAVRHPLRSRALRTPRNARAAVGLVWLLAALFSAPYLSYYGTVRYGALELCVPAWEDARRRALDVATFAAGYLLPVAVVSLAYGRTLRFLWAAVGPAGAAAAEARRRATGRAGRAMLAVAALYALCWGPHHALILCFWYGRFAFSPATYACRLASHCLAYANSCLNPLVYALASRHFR
CRFR2-BP antag = antagonists of CRF-BP/CRF-R2 complex, primary screen, cell-based, HEK293, calcium dye fluorescence, uHTS; CRF-induced calcium fluorescence; inhibition, % at 11.8 µM; hit rate 0.59% among 350,000; AID 588475, 2011;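 active means inhibition of the ligand-induced calcium signal above about 50% at the single tested concentration, limit read from the data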
Starred values were filed as active, the others as inactive. Only part of the results is shown (hit frequency here may not be typical).

| CRFR2-BP ag | GalR3 antagonist | CRFR2-BP antag | structure |
| --- | --- | --- | --- |
| 0.0 | -2.9 | 3.2 | CC(C)N1C(=O)C(=O)N(CC(=O)N2c3ccccc3NC(=O)CC2C)C1=O (centres undefined) |
| -1.3 | -2.8 | 4.8 | CCN(CC)c1ccc(C(=O)NNC(=O)c2cccn2C)cc1 |
| 2.2 | -8.3 | 7.3 | CN(Nc1cccc(Cl)c1)c1cccc(Cl)c1 |
| 21.4 | -4.8 | -42.7 | CC(=O)c1c(C)[nH]c(C(=O)CN2C(=O)NC(C)(c3ccc4c(c3)OCCO4)C2=O)c1C (centres undefined) |
| -0.1 | -6.4 | 18.9 | CCCCn1c(N)c(N(Cc2ccccc2OC)C(=O)C(C)Oc2cccc(Cl)c2)c(=O)[nH]c1=O (centres undefined) |
| -1.4 | -5.5 | -7.7 | CCc1noc(C)c1C(=O)NCCc1c[nH]c2ccccc12 |
| 0.8 | -3.6 | -0.1 | CCN(CC(=O)Nc1ccc(NC(C)=O)cc1)C(=O)/C=C/c1ccco1 |
| 0.7 | -0.4 | -6.7 | Cc1ccc2nc(SCC(=O)N3CCCCC3)nc(=O)n2c1 |
| -0.5 | -1.8 | -4.2 | CCc1ccc(C(=O)C(C)OC(=O)Cn2[nH]c(=O)c3ccccc3c2=O)cc1 (centres undefined) |
| 0.9 | -1.1 | 2.3 | CCN(C[C@H]1N[C@@](C)(C(=O)OC)[C@H]2C(=O)N(C)C(=O)[C@@H]12)C(=O)c1ccc(C)cc1 |
| 0.8 | -0.9 | -12.2 | Cc1ccc(C(=O)OCC(=O)N(CC(C)C)c2c(N)n(Cc3ccccc3)c(=O)[nH]c2=O)cc1[N+](=O)[O-] |
| -1.2 | -2.8 | 3.0 | CCCc1cc(=O)[nH]c2nnc(SCC(=O)Nc3ccc(NC(C)=O)cc3)n12 |
| -2.3 | -7.6 | 1.5 | COc1ccccc1-c1ccc([C@@H]2C[C@H]3[C@@H](CN2)CON3C)cc1 |
| -0.9 | -3.4 | 2.4 | COc1ccc(N2CCN(C(=O)COC(=O)CCOc3ccccc3C)CC2)cc1 |
| 0.3 | -11.8 | 3.9 | CCCCC(=O)NC(c1ccc(OC)c(OC)c1)c1ccc2cccnc2c1O (centres undefined) |
| 3.7 | 4.4 | -7.7 | O=C(NC1CCS(=O)(=O)C1)c1cccc(Cl)c1 (centres undefined) |
| -0.3 | -4.2 | 10.4 | COc1ccccc1C(=O)NC(=O)CSc1nc(C)cs1 |
| 0.3 | -3.5 | 14.3 | COc1ccc(NS(=O)(=O)c2ccc(OC)c(NC(=O)CNC(=O)c3ccc(OC)cc3)c2)cc1 |
| -2.2 | -8.6 | 0.1 | O=C1CCC[C@@H]2C[C@@]3(C[C@@H]4CCN1[C@H]24)Nc1cc(Cl)c(Cl)cc1NC3=NCc1ccccc1 |
| 3.7 | -2.1 | -0.5 | CC(C)(CNC(=O)C1CCN(S(=O)(=O)c2cc([N+](=O)[O-])ccc2Cl)CC1)N1CCOCC1 |

Entries shown so far that contain a Cl atom:
| CRFR2-BP ag | GalR3 antagonist | CRFR2-BP antag | structure |
| --- | --- | --- | --- |
| 2.2 | -8.3 | 7.3 | CN(Nc1cccc(Cl)c1)c1cccc(Cl)c1 |
| -0.1 | -6.4 | 18.9 | CCCCn1c(N)c(N(Cc2ccccc2OC)C(=O)C(C)Oc2cccc(Cl)c2)c(=O)[nH]c1=O (centres undefined) |
| 3.7 | 4.4 | -7.7 | O=C(NC1CCS(=O)(=O)C1)c1cccc(Cl)c1 (centres undefined) |
| -2.2 | -8.6 | 0.1 | O=C1CCC[C@@H]2C[C@@]3(C[C@@H]4CCN1[C@H]24)Nc1cc(Cl)c(Cl)cc1NC3=NCc1ccccc1 |
| 3.7 | -2.1 | -0.5 | CC(C)(CNC(=O)C1CCN(S(=O)(=O)c2cc([N+](=O)[O-])ccc2Cl)CC1)N1CCOCC1 |

The list goes on:
| CRFR2-BP ag | GalR3 antagonist | CRFR2-BP antag | structure |
| --- | --- | --- | --- |
| -1.0 | -6.4 | -14.7 | CC(C)CC1C(=O)N(Cc2cn(Cc3ccco3)nn2)CCS(=O)(=O)N1Cc1ccc(-c2ccc(F)nc2)cc1 (centres undefined) |
| -0.6 | -2.3 | 5.2 | Cc1cccnc1NC(=O)c1cccc(S(=O)(=O)N2CCN(c3ccccc3)CC2)c1 |
| -0.1 | -1.7 | 2.7 | Cc1cc(F)ccc1S(=O)(=O)Nc1ccccc1C(=O)N1CCCC1 |
| -2.1 | -1.3 | -1.5 | CC(=O)N[C@@H](Cc1c[nH]c2ccccc12)C(=O)OCC(=O)Nc1cc(C)on1 |
| -1.5 | -4.6 | 2.3 | COc1cc(/C=C/C(=O)N(C)CC(=O)Nc2ccccc2Br)cc2c1OCCO2 |
| -1.7 | -2.4 | 3.0 | CCN(CC(=O)NC1CCS(=O)(=O)C1)S(=O)(=O)c1ccc(Cl)c(C(F)(F)F)c1 (centres undefined) |
| 2.4 | -6.1 | -16.8 | CCc1ccc(/C=C(\C#N)C(=O)NC2CCS(=O)(=O)C2)cc1 (centres undefined) |
| -0.7 | -1.3 | -5.0 | CCc1ccc(C(=O)NNC(=O)C2CCN(c3ncnc4sc(C)c(C)c34)CC2)cc1 |
| 1.2 | 1.8 | -16.4 | O=C(/C=C/c1cccc(F)c1)OCC(=O)N1CCCc2ccccc21 |
| 4.5 | -5.0 | -8.4 | Cc1c(C2(O)CCCCC2)[nH]c2cnccc12 |
| 0.0 | -1.2 | -10.8 | CC(C)NC(=O)N(C)C[C@H]1Oc2ccc(NC(=O)Nc3ccc4c(c3)OCO4)cc2C(=O)N([C@H](C)CO)C[C@@H]1C |
| -0.6 | -7.0 | 6.6 | COc1ccc(CCC2(C)NC(=O)N(C(C)C(=O)N3c4ccccc4CC3C)C2=O)cc1 (centres undefined) |
| -1.4 | -3.3 | 1.2 | c1ccc2c(c1)CCCc1cc(NCCN3CCOCC3)nnc1-2 |
| -0.1 | -5.4 | -2.2 | COc1ccc(Cl)cc1NC(=O)CN(C)C(=O)c1sc2ccccc2c1Cl |
| -0.3 | -1.2 | 1.8 | COc1ccc(C=NNC(=O)CCCC(=O)NN=Cc2ccc(OC)c(OC)c2)cc1OC |
| -1.3 | 0.7 | -12.4 | CCc1ccc(OC)c(S(=O)(=O)NCc2cccs2)c1 |
| 1.1 | -0.7 | -14.8 | O=C(COC(=O)c1ccccc1Cl)Nc1cccc(S(=O)(=O)N2CCCCC2)c1 |
| -2.3 | -0.2 | -4.2 | Cc1noc(C)c1-c1ccc2ncnc(NC(C)c3ccco3)c2c1 (centres undefined) |
| -1.6 | 2.0 | -1.2 | COc1cc(OC)cc(-c2sc3ccc(OC)cc3c2-c2ccc(O)cc2)c1 |
| -1.9 | -5.1 | -12.0 | CCCN(CC(=O)Nc1cc(Cl)ccc1Cl)C(=O)c1ccccn1 |
| 0.6 | -6.0 | 8.5 | Cc1cc(C)c(C(=O)c2ccccc2)c(C)c1 |
| 2.4 | -0.7 | 17.9 | COc1ccc(C2CC(=O)c3cc(OC)ccc3O2)cc1 (centres undefined) |
| 0.1 | -1.9 | -8.7 | CN1OC[C@@H]2CN(C(=O)C(C)(C)C)[C@H](c3cccc(N4CCOCC4)c3)C[C@@H]21 |
| 0.9 | -4.6 | -0.9 | Cn1c(N)c(C(=O)c2ccc(Cl)c(S(=O)(=O)N3CCCCCC3)c2)c(=O)n(C)c1=O |
| -0.2 | 5.9 | -4.7 | CCOC(=O)C1=C(N)n2c(s/c(=C\c3cccnc3)c2=O)=C(C#N)C1c1cccnc1 (centres undefined) |
| 0.1 | -1.6 | -4.3 | CCCCNc1c(-c2cccc(-c3cc(C(C)=O)cs3)c2)nc2ccc(C)cn12 |
| -1.0 | -3.6 | -1.3 | O=C(C1CCCCC1)N1C[C@H](O)[C@@H](n2cc(-c3ccc(F)cc3)nn2)C[C@@H]1c1ccccc1 |
| 3.9 | -4.2 | -19.4 | CCN1C(=O)[C@H]2[C@@H](c3ccc(SC4CCCCC4)cc3)N3CCCC[C@@]3(C(=O)OC)[C@H]2C1=O |
| -1.8 | -4.4 | -9.0 | Cc1ccc(C)c(OCCC(=O)Nc2cccc(S(=O)(=O)NC3=NCCCCC3)c2)c1 |
| 3.8 | -3.7 | -6.1 | CCC1Oc2ccccc2N(CC(=O)N2CCCC2)C1=O (centres undefined) |
| -1.0 | 0.7 | -1.3 | CC(=O)N1CCN(C(=O)c2ccc3c(c2)OCO3)CC1 |
| -0.3 | -4.6 | 0.6 | CCOc1ccc(S(=O)(=O)N2CCC(C(=O)OCc3cccc(OC)c3OC)CC2)cc1 |
| 0.7 | -3.7 | -10.0 | Cc1ccn(CC(=O)NC2CCCN(Cc3ccccc3F)C2)n1 (centres undefined) |
| -1.0 | -6.5 | 7.9 | O=S(=O)(c1ccc(SCc2ccccc2)nc1)N1CCCCCC1 |
| 5.4 | -5.4 | -10.9 | CCN1C(=O)[C@@H]2[C@@H](c3ccc(SC4CCCCC4)cc3)N3CCCC[C@@]3(C(=O)OC)[C@@H]2C1=O |
| -1.1 | 4.5 | 6.1 | CC(C)C(=O)N[C@@H]1c2ccccc2CC[C@@H]1O |
| 0.9 | -4.2 | -2.7 | CCCc1cc(=O)[nH]c(SCC(=O)N2CC3(C)CC2CC(C)(C)C3)n1 (centres undefined) |
| 0.6 | 0.7 | -7.1 | Cn1c(SCC(=O)Nc2sccc2C#N)nnc1C1CC1 |
| -0.6 | -6.2 | -0.1 | O=C(N=C1SC2CS(=O)(=O)CC2N1c1ccccc1)c1cccc([N+](=O)[O-])c1 (centres undefined) |
| -0.5 | -7.8 | -4.2 | COc1ccc(NC(=O)c2cc(C3CC3)nc3c2cnn3C(C)C)cc1OC |
| 2.1 | -2.1 | -20.1 | Cc1cccc(C)c1NC(=O)CNC(=O)C(C)N(C)CC(=O)Nc1ccc(F)cc1 (centres undefined) |
| -0.3 | -2.4 | 1.6 | O=C(COC(=O)CSc1ccc(F)cc1)NCCCc1ccccc1 |
| -2.4 | -5.2 | 2.0 | Cc1nn(CC(=O)OCC(=O)c2ccc(OC(F)F)cc2)c(C)c1[N+](=O)[O-] |
| -4.9 | -5.3 | 0.6 | COc1ccc(C(CNC(=O)CNC(=O)c2cccc(C)c2)N2CCOCC2)cc1 (centres undefined) |
| 3.0 | -4.9 | -10.9 | CCC(C)c1ccccc1N1CC(C(=O)Nc2ccc(N3CCOCC3)cc2)CC1=O (centres undefined) |
| 2.1 | -6.8 | -7.2 | O=C(C[C@H]1C/C=C\C[C@H](NC(=O)OCC2c3ccccc3-c3ccccc32)C(=O)O[C@@H](c2ccccc2)CNC1=O)NCCO |
| 0.6 | -3.5 | 1.7 | C=C[C@@H]1c2cc(C)ccc2N(S(=O)(=O)c2ccc(C)cc2)[C@H](c2ccccc2)C1(C#N)S(=O)(=O)c1ccccc1 (some centres undefined) |
| 1.2 | -5.1 | 1.1 | C[C@H]1CN([C@@H](C)CO)S(=O)(=O)c2ccc(C#CC3CC3)cc2O[C@@H]1CN(C)S(C)(=O)=O |
| 0.4 | -2.0 | -7.9 | CC(OC(=O)CCCN=C1NS(=O)(=O)c2ccccc21)C(=O)Nc1ccccc1F (centres undefined) |
| -1.6 | 1.3 | 14.5 | CCN(Cc1nc2cc(Cl)ccc2c(=O)[nH]1)C(=O)c1ccc(C)c(NC(=O)c2ccco2)c1 |

The listing continues:
| CRFR2-BP ag | GalR3 antagonist | CRFR2-BP antag | structure |
| --- | --- | --- | --- |
| 0.1 | -4.5 | 3.4 | CCCCN(C(=O)c1ccc2c(c1)OCO2)c1c(N)n(CC(C)C)c(=O)[nH]c1=O |
| -2.1 | -6.5 | 8.9 | O=c1c2ccccc2c(=O)n(-c2ccccc2)n1-c1ccccc1 |
| 0.8 | 4.4 | -1.8 | Cc1ccccc1NC(=O)C(C)OC(=O)C1CC(=O)N(Cc2ccco2)C1 (centres undefined) |
| -1.9 | -7.3 | 6.2 | CCOC(=O)[C@H]1[C@H]2COc3ccccc3[C@@H]2N2C(=O)c3cc(OC)ccc3NC(=O)[C@@]12C |
| -0.6 | 5.9 | -1.9 | CC(=O)N1CCN(c2ccc(S(=O)(=O)N3CCOCC3)cc2[N+](=O)[O-])CC1 |
| -0.9 | -6.5 | 31.6 | O=C(OCc1ccccc1)N1CCC2CC1c1cc(N3CCCCC3)ccc12 (centres undefined) |
| -1.1 | -6.4 | 8.0 | CC1(C)Cc2cccc(OCC(=O)N3CCN(c4ccccc4Cl)CC3)c2O1 |
| 3.1 | -5.2 | -16.5 | CC(C)CCn1c(SCC(=O)NC2CC2)nc2cc(Cl)ccc2c1=O |
| -1.5 | -3.1 | 18.0 | COc1ccc(CC(=O)N(Cc2ccccc2)c2ccc(C)cc2)cc1S(=O)(=O)N1CCOCC1 |
| -2.0 | -5.1 | 17.8 | COc1cc(C)ccc1Oc1ccc([N+](=O)[O-])cc1 |
| -1.5 | -4.5 | 3.9 | CC(OC(=O)Cc1ccc(Cl)cc1)C(=O)NC1CCCCC1C (centres undefined) |
| -0.8 | -5.4 | 2.5 | Cc1onc(-c2ccccc2)c1C(=O)NNC(=O)c1ccccc1O |
| 0.4 | -5.2 | -5.6 | CCN(C(=O)COc1ccc(F)cc1Br)c1c(N)n(Cc2ccccc2)c(=O)[nH]c1=O |
| 7.4 | -6.3 | -15.1 | CC(=O)c1sc(NC(=O)CCS(=O)(=O)c2ccc(F)cc2)nc1C |
| 1.9 | -6.0 | -11.5 | Cn1cccc1C(=O)OCC(=O)NC(=O)c1ccc(Cl)cc1 |
| -0.4 | -2.6 | -32.2 | CCN1CCc2nc(N)oc2CC1 |
